Screens from PubChem BioAssay.
m5-HT2A agonist: mouse HTR2A agonism via beta-arrestin recruitment; activation, % at 7.6 µM; AID 624169; hit rate 0.66% among 360,000; CHO-K1 mHTR2A beta-arrestin complementation, luminescence; percent of 30 µM serotonin response; P35363;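 active = activation above a run cutoff, the mean activation of all tested compounds plus 3 SD, cut at about 14% in these data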;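 also: 0% = plate median of compound wells and 100% = 30 µM serotonin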
Target sequence (P35363 whole entry, looked up): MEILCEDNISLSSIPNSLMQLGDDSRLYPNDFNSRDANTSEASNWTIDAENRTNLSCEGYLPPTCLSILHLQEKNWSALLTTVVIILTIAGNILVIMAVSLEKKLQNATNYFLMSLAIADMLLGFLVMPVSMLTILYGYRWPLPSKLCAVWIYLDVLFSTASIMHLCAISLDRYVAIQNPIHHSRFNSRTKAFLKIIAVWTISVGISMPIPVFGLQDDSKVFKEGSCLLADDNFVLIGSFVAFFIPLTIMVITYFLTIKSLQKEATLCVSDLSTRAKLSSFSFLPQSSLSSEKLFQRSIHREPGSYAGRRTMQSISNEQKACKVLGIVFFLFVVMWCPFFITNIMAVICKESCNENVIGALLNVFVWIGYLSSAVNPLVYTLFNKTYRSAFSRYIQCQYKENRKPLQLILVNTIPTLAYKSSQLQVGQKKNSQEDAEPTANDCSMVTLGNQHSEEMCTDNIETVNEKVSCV
NR2E3 ag-1: human photoreceptor-specific nuclear receptor agonism | Q9Y5X4 | CHO-S Gal4-NCOR/VP16-NR2E3 two-hybrid, luciferase | inhibition of corepressor binding, % at 3.98 µM | hit rate 0.35% among 360,000 | AID 602229;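 active = inhibition above the mean of all tested compounds plus 3 SD, cut at about 70% in these data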;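 also: 0% = DMSO with NR2E3 transfected cells and 100% = cells lacking NR2E3 construct; higher means lower luciferase signal from less NR2E3 corepressor binding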
MITF TRPM1 inh: reduces MITF-dependent TRPM1 promoter luciferase signal | hit rate 0.83% among 330,000 | SK-MEL-5 TRPM1 promoter luciferase, 24 h | inhibition, % at 12.5 µM;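 active = mean inhibition across replicates of 60% or more, whatever share of single replicates reaches that level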; also: values of inactives mirror those of a sister screen read the other way
HIF-2a block: blocks HIF-2a reporter activity; 786-0 RCC cells HIF-2a reporter, luciferase luminescence, overnight; inhibition, % at 18.8 µM; hit rate 0.72% among 360,000;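 active = inhibition of the luminescence signal of 40% or more relative to plate controls, in a single-dose primary screen at 18.75 µM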
Peg3 promoter: reduces Peg3 promoter-driven luciferase expression in HeLa; HeLa PEG-Prom luciferase reporter, luminescence, overnight; inhibition, % at 20 µM; hit rate 1.7% among 360,000;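 active = inhibition of at least 50% at 20 µM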
NR2E3 ag-2: activates human photoreceptor nuclear receptor NR2E3; Q9Y5X4; GST-NR2E3/biotin-RetCOR TR-FRET, 1536-well; inhibition of corepressor binding, % at 4.78 µM; hit rate 0.12% among 320,000; AID 2300;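 active = percent inhibition above the cutoff of mean plus 3 SD of all tested compounds, set per screening campaign, cut at about 20% in these data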;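 also: 0% = DMSO wells and 100% = biotin wells as full block of FRET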
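System: GST-tagged NR2E3 plus biotinylated RetCOR corepressor; Buffer or medium: pH 7.5 Tris-based buffer; Probe or stimulus: RetCOR corepressor, biotinylated, 7 nM; Doses: compound at 4.8 µM, single dose; Schedule: 5 h incubation at 4 °C; Technique: time-resolved FRET; Evaluation: percent inhibition of TR-FRET ratio; Replication: one well per compound, singlicate testing.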
PDI turbidity: inhibitors of human protein disulfide isomerase; PDI insulin aggregation turbidity, A650, 90 min; inhibition, % at 10 µM; hit rate 0.052% among 350,000;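 active = mean inhibition across replicates of 30% or more, whatever share of single replicates reach that level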;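 also: absorbance from insulin aggregation driven by PDI reduction with DTT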
Target sequence (P07237 whole entry, looked up): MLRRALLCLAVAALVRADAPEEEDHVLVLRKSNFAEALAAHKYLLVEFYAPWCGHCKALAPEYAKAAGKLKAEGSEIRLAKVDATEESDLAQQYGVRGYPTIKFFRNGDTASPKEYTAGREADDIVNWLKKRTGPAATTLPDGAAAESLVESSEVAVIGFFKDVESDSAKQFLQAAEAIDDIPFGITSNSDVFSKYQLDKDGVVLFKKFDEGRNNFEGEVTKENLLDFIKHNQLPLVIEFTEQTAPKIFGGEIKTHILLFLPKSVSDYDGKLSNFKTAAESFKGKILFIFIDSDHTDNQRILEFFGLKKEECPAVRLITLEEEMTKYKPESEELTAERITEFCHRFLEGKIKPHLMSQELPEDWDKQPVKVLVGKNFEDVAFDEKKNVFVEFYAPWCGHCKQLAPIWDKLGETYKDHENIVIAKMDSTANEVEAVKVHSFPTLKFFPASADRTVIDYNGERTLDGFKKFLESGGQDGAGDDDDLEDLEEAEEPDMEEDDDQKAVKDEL
CaV13 FRET inh: Primary screen for inhibitors of IQ motif and Ca2+-dependent inactivation inhibitor domain binding in CACNA1D, Förster resonance energy transfer in living cells, …; AID 743397; hit rate 0.098% among 340,000; inhibition, % at 12.3 µM; HEK cells, CFP/YFP FRET ICDI-IQ, plate reader, 10 min; percent FRET-ratio fall versus neutral wells;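 active = mean replicate inhibition of at least 30% and at least 1% of replicates passing that level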;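 also: 0% = median of the neutral control wells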
iPSC survival up: hiPSC single-cell survival enhancement; ATPlite luminescence; 100% = ROCK inhibitor wells, 0% = DMSO; survival enhancement, % at 20 µM; hit rate 0.044% among 360,000; in the data active = survival enhancement above about 18%;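 also: cells exposed to compounds for 16 hours before the ATP read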
Cardio protect: myocardial damage modulation in H9c2 cells; hit rate 0.63% among 360,000; protection from H2O2 cell death, % at 20 µM; H9c2 cardiomyocytes, H2O2 injury protection, ATPLite, 2 h; AID 588492;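 active = compounds giving at least 50% protection of heart cells from peroxide-induced death in the single-dose screen, raw or plate-pattern-corrected value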;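 also: 0% = DMSO wells with peroxide and 100% = DMSO wells without peroxide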
Shn3 inh set2: inhibitors of Schnurri-3 3'UTR reporter in osteoblasts; Clone20 osteoblast Shn3 3'UTR firefly luciferase, 24 h; inhibition, % at 12.5 µM; hit rate 0.52% among 360,000;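 active = mean inhibition of at least 75% with every replicate also reaching 75%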;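 also: 0% = median of neutral control wells and 100% = pilot-screen positive control compound; some compounds past the cut are filed as inactive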
Active calls of the source: *; . = no result given.

Every second line gives: NR2E3 ag-1	HIF-2a block	iPSC survival up	m5-HT2A agonist	CaV13 FRET inh	NR2E3 ag-2	MITF TRPM1 inh	Shn3 inh set2	Peg3 promoter	Cardio protect	PDI turbidity
CC(C)N(C(=O)[C@H]1C[C@H](CC(=O)NCc2cccc(C(F)(F)F)c2)C(=O)N2CCc3c([nH]c4cc(CCC(=O)N(C)C)ccc34)[C@]12C)C(C)C
→ -4.2	-4.5	-2.1	-1.3	-4.2	.	22.7	31.4	3.0	-16.1	9.1
Cc1cc(SCC(=O)NCCN2C(=O)CSC2=O)nc2ccccc12
→ -1.5	16.8	5.7	-1.3	-3.9	-0.1	-10.9	6.6	-4.9	-0.1	0.0
CN1CCC(N(C)C(=O)c2cc(S(=O)(=O)N3CCOCC3)ccc2Cl)CC1
→ -30.5	3.5	-0.6	6.3	-6.6	.	-4.0	-4.0	4.2	8.0	6.7
COc1ccc(NC(=S)NC(=O)Cc2ccccc2)c(OC)c1
→ -11.8	-15.8	-1.0	2.6	-21.1	-1.6	11.9	-5.2	7.5	-11.6	-9.4
C=CCOc1ccc(C(=O)n2cc(C(=O)OC)c3ccccc32)cc1
→ 13.2	-4.7	-0.2	-1.7	-4.4	-3.1	3.9	-2.9	-5.2	-1.2	8.3
COc1ncnc2c1ncn2CCCN(C)Cc1ccco1
→ -0.7	-2.9	1.1	1.4	-6.2	.	.	-8.1	4.2	2.2	-3.3
C=CCc1c(OC)ccc2ccc(=O)oc12
→ -16.1	1.7	-1.7	0.4	.	5.8	1.6	-2.0	8.2	-5.2	11.2
CCOc1ccc(NC(=O)CSc2nc3c(c(=O)n2-c2ccccc2OC)SCC3)cc1
→ -36.5	-9.8	-1.9	1.0	-6.3	-3.1	-8.1	0.2	2.0	-6.9	.
CC(C)(C)n1nnnc1C(C1CC1)N1CCN(C/C=C/c2ccccc2)CC1 (stereo unspecified)
→ -0.3	6.8	-1.6	19.9*	-5.7	.	.	7.5	6.5	8.7	.
CC1CCc2c(nc3ncnn3c2Nc2ccc(OC(F)(F)F)cc2)C1 (stereo unspecified)
→ -24.2	7.8	1.5	-2.6	-2.5	1.2	9.3	12.5	5.0	-5.3	-12.5
COc1ccc(Nc2ccc([N+](=O)[O-])cn2)cn1
→ -11.8	-33.2	0.5	11.6	-5.6	-0.4	25.0	-5.7	9.8	0.1	-4.6
CCCC1N2CC3([N+](=O)[O-])CN1CC([N+](=O)[O-])(C2)C3(C)C (stereo unspecified)
→ 0.9	12.6	-0.5	0.3	-3.2	-0.7	1.7	-3.3	22.6	7.0	-5.8
CCCC(=O)c1cc2c(cc1NC(=O)c1ccccc1F)OCCO2
→ 17.4	14.4	-0.2	2.5	3.4	2.1	-1.4	2.4	14.9	-5.2	-1.3
CCOC(=O)C1=CCC(c2cccc3ccccc23)N(S(=O)(=O)c2ccc(C)cc2)C1 (stereo unspecified)
→ -11.7	21.6	1.3	-2.0	-5.9	.	.	-1.7	19.3	-1.7	.
COc1ccccc1C#Cc1cnc2c(c1)C(=O)N([C@H](C)CO)C[C@H](C)[C@@H](CN(C)S(=O)(=O)c1cn(C)cn1)O2
→ 12.1	-9.5	0.3	3.4	-2.8	.	.	-4.5	7.2	42.6	-4.2
COc1cccc2cc(C(=O)NC(C)C3CCCO3)c(=O)oc12 (stereo unspecified)
→ -2.7	-89.7	1.0	-3.3	-4.3	-1.3	-23.6	-11.7	-89.3	2.4	3.7
CCN1CCN(c2ccc(S(=O)(=O)N3CCOCC3)cc2NC(=O)C(C)Oc2ccc(Cl)cc2)CC1 (stereo unspecified)
→ -0.8	9.6	0.1	-4.9	-14.6	-2.5	-7.5	1.9	19.3	0.8	2.0
CCNc1c([N+](=O)[O-])ncn1C
→ -36.7	8.1	-1.3	-1.1	-0.9	1.6	-0.6	-2.6	16.4	9.4	4.5
O=C(NCC1CCCO1)c1c(O)c2c([nH]c1=O)CCCC2 (stereo unspecified)
→ -13.2	-195.0	-1.0	-0.1	-4.9	-0.7	-55.1	-51.4	-206.4	10.0	2.5
CNc1oc(-c2cccc3ccccc23)nc1C#N
→ -39.5	-78.0	3.8	-1.1	.	2.6	-7.5	-37.1	-78.6	1.3	-0.8
N#CCCN(C(=O)COC(=O)c1nc(Cl)ccc1Cl)c1ccccc1
→ -9.2	4.4	-0.5	1.0	-5.9	-2.1	0.0	4.0	-4.0	-0.9	-1.9
O=C(COC(=O)/C=C/c1ccccc1[N+](=O)[O-])NC(=O)NC1CCCC1
→ -9.2	6.8	-0.3	4.1	-6.1	.	-1.9	6.8	15.0	8.4	3.8
O=C(O)c1ccc(-c2nc3ccccc3[nH]2)cc1
→ -12.1	5.7	-1.1	2.3	-4.6	4.0	16.6	7.9	10.3	0.3	-9.6
CC(=O)NN1C(=O)/C(=C/c2ccc(C(C)C)cc2)SC1=S
→ -3.3	0.0	0.9	-4.0	-5.4	3.4	2.6	-6.3	-19.4	-4.6	-5.0
COC(=O)[C@]12CCCCC=C1N(CCC1=CCCCC1)C(=O)[C@H](CC(=O)NCC13CC4CC(CC(C4)C1)C3)C2
→ 10.5	-9.5	-0.8	-4.9	-4.8	.	.	.	.	.	.
COc1cc([N+](=O)[O-])ccc1NC(=O)CN(C)C
→ -2.7	1.9	4.1	1.2	-7.1	-0.9	-5.4	-8.3	5.2	4.7	1.7
N#Cc1cccn1-c1nccs1
→ 7.9	19.9	0.8	3.0	-6.4	-1.1	-8.6	5.5	10.5	-4.4	4.1
Oc1ccccc1C1=Nc2ncnn2C(c2ccccc2)C1 (stereo unspecified)
→ -5.7	-25.3	0.6	4.1	-4.8	-0.8	8.1	0.5	21.7	11.8	8.1
Cc1cc(C)c(C(=O)N2CCCC(C(=O)c3cc(F)ccc3F)C2)o1 (stereo unspecified)
→ -18.7	12.8	-1.8	-2.0	-4.1	4.9	-6.2	-12.0	20.7	7.0	-2.4
CN1/C(=C/c2cc[n+](C)c3ccccc23)C=Cc2ccccc21
→ -4.4	10.0	-4.6	0.8	.	.	82.6*	84.8	32.3	-31.1	-3.0
CCSc1nc2c(cnn2-c2ccccc2)c(=O)n1N
→ -111.0	-257.0	-0.1	4.1	-4.1	-1.0	-66.1	-105.6	-268.5	-11.0	1.8
COc1ccc(Cn2nnnc2C(c2cc3ccc(OC)cc3[nH]c2=O)N2CCC(C)CC2)cc1 (stereo unspecified)
→ 21.4	13.2	-1.0	-5.6	-4.6	4.1	3.1	-2.2	7.9	9.7	3.8
Cn1cc(CN2CCC(n3nccc3NC(=O)CCc3ccccc3)CC2)cn1
→ -14.1	12.7	-0.3	3.5	.	.	4.4	8.2	7.4	2.4	-1.3
CN(CC(=O)Nc1cccc(F)c1)C(=O)Cn1c(=O)cnc2ccccc21
→ 6.8	1.2	4.1	-0.6	-4.8	0.1	-6.0	-15.2	0.8	-2.3	9.1
CCn1c2ccccc2c2cc(NS(=O)(=O)c3ccc(C)cc3)ccc21
→ -47.5	9.2	-2.0	0.4	-5.0	0.9	21.8	10.1	25.1	-20.5	11.1
COCCNC(=O)c1ccc(C2SCC(=O)N2CCc2ccccc2)cc1 (stereo unspecified)
→ -25.6	14.7	0.3	3.0	-3.6	.	8.7	-2.2	9.8	2.2	5.2
Cc1ccc2nc3c(cc2c1)c(NC(=O)C1CCCO1)nn3CC(C)C (stereo unspecified)
→ -8.3	-105.6	0.6	2.6	-6.5	-6.4	1.1	-6.3	-29.3	5.6	-6.3
COc1ccc(-c2ccc(SCC(=O)Nc3nnc(C)s3)nn2)cc1
→ 7.4	-176.8	-3.1	-0.2	-5.4	0.2	-30.7	-30.9	-162.1	-22.2	-7.5
Cc1cc(C(C)(C)C)ccc1OCCN1CCCC1
→ 2.4	7.0	-2.7	-0.9	-6.3	-1.8	4.6	-0.7	-24.0	-0.1	-4.2
Cc1ccccc1Oc1nc2ccccc2n2cnnc12
→ 17.8	10.4	0.1	-0.1	-6.6	3.1	-2.0	-14.0	17.4	-1.5	-0.4
COc1ccc(CC(=O)NCc2n[nH]c(=S)n2-c2cccc(Cl)c2)cc1
→ -3.5	3.1	0.3	2.3	2.1	0.1	1.4	1.2	6.0	-1.1	3.7
Cc1ccc(CCN2CC(C(=O)NCCCN3CCCCC3)CC2=O)cc1 (stereo unspecified)
→ -12.0	5.4	0.3	3.5	-5.8	-2.9	9.8	-8.6	11.9	-3.4	6.3
COc1ccc(-c2nc3ccccc3o2)cc1NC(=O)CSc1ccc(Cl)cc1
→ -20.4	-109.4	-0.5	-0.6	-4.9	-1.8	-14.8	13.7	-84.4	-15.6	-2.4
O=C(Nc1ccc(CN2CCOCC2)cc1)c1ccc(-c2cccc(Cl)c2)o1
→ -19.2	-49.4	1.9	-6.7	-3.7	-1.0	3.3	-6.7	4.1	4.4	-1.7
CCCCCC(=O)NCC(C)NC(=O)CCCCC (stereo unspecified)
→ 11.4	18.4	4.4	-1.7	-1.1	-0.1	-3.9	5.7	-4.6	5.9	-0.7
O=C(Nc1ccc(N2CCCC2)cc1)c1cccc(Cl)c1Cl
→ -80.1	-164.9	1.7	-6.9	-20.4	1.1	-19.2	-44.9	-98.2	-1.8	7.0
Cc1cc(Br)ccc1NC(=O)C1C2CCC(O2)C1C(=O)O (stereo unspecified)
→ 0.1	4.0	0.4	0.7	-3.2	6.1	1.8	10.6	9.8	8.0	-1.5
Cc1c(NC(=O)Nc2ccc3c(c2)OCO3)cccc1[N+](=O)[O-]
→ -109.5	-233.1	-0.1	2.0	-3.3	0.1	-70.0	-34.4	-223.5	-10.8	-2.9
CCCCn1c(N)c(N(Cc2ccccc2OC)C(=O)C(C)Oc2cccc(Cl)c2)c(=O)[nH]c1=O (stereo unspecified)
→ -7.2	20.8	-1.8	1.1	-6.8	.	.	-8.9	5.4	0.4	-9.1
COc1ccc(S(=O)(=O)N2CCC(C(=O)N3CCN(C)CC3)CC2)cc1Cl
→ -1.9	0.6	-0.5	4.5	-18.1	-1.9	-2.8	-1.1	22.1	-1.9	-2.4
CN(c1ccccc1C(=O)O)S(C)(=O)=O
→ -11.6	7.0	-1.4	0.4	-2.9	2.0	5.2	-1.6	-2.6	0.8	-8.2

Compound profiles (already shown). Order of values: NR2E3 ag-1 | HIF-2a block | iPSC survival up | m5-HT2A agonist | CaV13 FRET inh | NR2E3 ag-2 | MITF TRPM1 inh | Shn3 inh set2 | Peg3 promoter | Cardio protect | PDI turbidity
Listed for O=C(Nc1ccc(CN2CCOCC2)cc1)c1ccc(-c2cccc(Cl)c2)o1 → -19.2 | -49.4 | 1.9 | -6.7 | -3.7 | -1.0 | 3.3 | -6.7 | 4.1 | 4.4 | -1.7
Listed for Cc1cc(C)c(C(=O)N2CCCC(C(=O)c3cc(F)ccc3F)C2)o1 (stereo unspecified) → -18.7 | 12.8 | -1.8 | -2.0 | -4.1 | 4.9 | -6.2 | -12.0 | 20.7 | 7.0 | -2.4
